# From PubChem
# Pf growth 48h: P. falciparum growth inhibition at 48 hours (one generation); P. falciparum luciferase growth in erythrocytes, 48 h; hit rate 5.9% among 310,000; Potency, µM (titrated, usually from 28.7 µM), for inactives: top-dose activity change, negative = inhibition, most hits filed as inhibitors; AID 504832; further: potency means the concentration at half of the fitted maximal effect; on the % scale 0 is the no-effect control and ±100 the full control effect
#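 Read-out is firefly luciferase luminescence from an integrated reporter in P. falciparum, so falling signal marks reduced parasite growth. Infected erythrocytes were at 2% hematocrit and 0.1% parasitemia (final) in Albumax-supplemented RPMI 1640.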
# Pf growth 96h: inhibits malaria parasite growth, 96 h; Potency, µM (top dose mostly 28.7 µM), for inactives: top-dose activity change, negative = inhibition, hits mostly inhibitors; hit rate 6.9% among 320,000; AID 504834; P. falciparum luciferase reporter growth, 96 h; further: potency means the concentration at half of the fitted maximal effect; on the % scale 0 is the no-effect control and ±100 the full control effect
#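 Compounds incubated with erythrocytes infected by luciferase-expressing P. falciparum (2% hematocrit, 0.05% parasitemia final) for 96 hours, 37 C in 5% CO2. Growth inhibition scored as decreased luciferase luminescence.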
# Cycloheximide cs: counter-screen for Shiga toxin inhibitors: cycloheximide protein synthesis inhibition | hit rate 12% among 300,000 | AID 2314 | cell reporter, cycloheximide protein synthesis inhibition counterscreen | max response, %; in the data active means max response mostly above about 13%, no sharp cut-off; inactive means mostly below about 14%; further: read at 38.3 µM for the half of the compounds with a filed dose; 0% is about no effect
# Sm TGR inh: inhibitors of Schistosoma mansoni thioredoxin glutathione reductase. Q962Y6. purified TGR, DTNB reduction, TNB absorbance 405 nm. Potency, µM (titrated, usually from 114 µM), for inactives: at the top dose activity change, negative = inhibition, usual class: inhibitors. hit rate 3% among 360,000. AID 485364; further: potency means the concentration at half of the fitted maximal effect; on the % scale 0 is the no-effect control and ±100 the full control effect; nearly all actives have a fitted effect of over 60% in size
#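 Kinetic colorimetric format: TGR-catalysed, NADPH-driven DTNB reduction monitored via TNB absorbance. Enzyme dispensed at 20 nM; compound exposure 15 min at room temperature before reaction start.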
# Giardia FBPA inh: inhibitors of Giardia lamblia fructose-1,6-bisphosphate aldolase; purified Giardia FBPA; Potency, µM (highest dose often 59.6 µM), without a hit: top-dose activity, negative = inhibition, most hits filed as inhibitors; hit rate 0.71% among 290,000; AID 2451; further: potency means the concentration at half of the fitted maximal effect; on the % scale 0 is the no-effect control and ±100 the full control effect; nearly all actives have a fitted effect of over 55% in size
# Target sequence (A8B2U2 whole entry, looked up): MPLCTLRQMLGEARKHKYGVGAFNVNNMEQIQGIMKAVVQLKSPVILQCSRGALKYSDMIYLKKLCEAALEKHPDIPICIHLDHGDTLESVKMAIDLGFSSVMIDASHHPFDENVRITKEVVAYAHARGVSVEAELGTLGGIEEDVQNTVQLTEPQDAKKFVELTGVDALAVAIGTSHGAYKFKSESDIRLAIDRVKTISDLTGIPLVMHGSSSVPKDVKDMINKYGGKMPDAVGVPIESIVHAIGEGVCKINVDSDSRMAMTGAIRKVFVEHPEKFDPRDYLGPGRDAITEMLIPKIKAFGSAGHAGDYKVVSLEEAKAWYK
#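 Giardia FBPA (40 nM reagent) was preincubated 10 min at RT with compound (up to 57.5 uM final), then substrate plus GAPDH/TPI/NAD/arsenate coupling system with diaphorase/resazurin was added; resorufin fluorescence (525/598 nm) was read after 20 min.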
# Shiga toxin inh: inhibitors of Shiga toxin in Vero cells; Vero cells, Shiga toxin protein synthesis inhibition reporter; inhibition, % at 38.7 µM; hit rate 9.2% among 290,000; in the data active means inhibition mostly above about 28%, no sharp cut-off; inactive means mostly below about 43%; further: 0% is about no effect
# Numbers without * were called inactive; ? = inconclusive; · = not tested or not shown; + = active, no number; & = joins results of further samples; [ ] = dose if it differs, or a comment. Unless noted, the call rests on the fitted dose curve; in most records, active means well fitted curve in the direction sought with a large enough effect; inconclusive means small, poorly fitted or top-dose-only effect, or another doubt; inactive means no such curve, though single readings can be large; an effect the other way counts as inactive or inconclusive. Not a hit list. About 24% of those tested had a hit in this group.
No.	SMILES	Pf growth 48h	Pf growth 96h	Cycloheximide cs	Sm TGR inh	Giardia FBPA inh	Shiga toxin inh
1	Cc1cc(/C([O-])=C(/C(=S)Nc2ccc(F)cc2)[n+]2ccccc2)c(C)n1-c1ccc(F)cc1	19%	?	11	0%	-24%	12
2	O=C(C1=C(O)C(=O)N(CCN2CCOCC2)C1c1ccc(Br)cc1)c1cc2ccccc2o1 (stereo unspecified)	-29%	?	9	32µM*	·	21
3	CCN1CCN(CCCCSc2ccccc2)CC1	-5%	?	-4	-4%	-29%	0
4	N=C1SC(c2ccccc2)C(=O)N1c1ncc(Cc2ccccc2Cl)s1 (stereo unspecified)	?	?	2	-11%	20%	10
5	COc1cccc2c1C(=O)C[C@]1(CCCC[C@@H]1C)O2	-2%	48%[activator]	·	0%	·	·
6	CC(OC(=O)CNC(=O)c1ccc2ccccc2c1)C(=O)NC1CCCCC1C (stereo unspecified)	37%[activator]	80%[activator]	-2	2%	·	-9
7	COc1ccc(N2C(=O)CCC(C(=O)NCc3ccccn3)C2c2ccc(F)cc2)cc1 (stereo unspecified)	·	?	-4	6%	4%	-10
8	Cc1ccc(S(=O)(=O)CCSc2nccn2C)cc1	14%	46%[activator]	2	1%	-3%	-1
9	NC(=S)N(c1ccccc1)c1ccccc1	?	-1%	6	?	0%	13
10	CC(=O)C1=C(O)C(=O)N(CO)C1c1ccccc1F (stereo unspecified)	1%	-9%	-1	-7%	-11%	22
11	O=c1c2ccccc2[nH]c2ccc(F)cc12	?	3%	10	-1%	0%	-6
12	O=C(O)c1ccc(NC2CC(=O)N(Cc3ccccc3)C2=O)cc1 (stereo unspecified)	4%	9%	-2	28µM*	1%	-6
13	O=C(NCC(c1cccs1)N1CCOCC1)c1cc(-c2ccc(F)cc2)nc2ccccc12 (stereo unspecified)	?	?	7	-21%	-2%	46
14	Cc1cccc(-c2nc(-c3ccncc3)no2)c1	198%[activator]	10µM*	40*	6%	9%	133*
15	Nc1c2c(nc3ccccc13)N(C1CCCCC1)CC2	13µM*	2%	-4	-5%	?	-7

# Structures above that have an aryl methoxy group:
No.	SMILES	Pf growth 48h	Pf growth 96h	Cycloheximide cs	Sm TGR inh	Giardia FBPA inh	Shiga toxin inh
5	COc1cccc2c1C(=O)C[C@]1(CCCC[C@@H]1C)O2	-2%	48%[activator]	·	0%	·	·
7	COc1ccc(N2C(=O)CCC(C(=O)NCc3ccccn3)C2c2ccc(F)cc2)cc1 (stereo unspecified)	·	?	-4	6%	4%	-10

# (next part)
No.	SMILES	Pf growth 48h	Pf growth 96h	Cycloheximide cs	Sm TGR inh	Giardia FBPA inh	Shiga toxin inh
16	NS(=O)(=O)c1ccc(NNC(=O)c2ccc(F)cc2F)cc1	15%	17%	-2	1%	3%	18
17	CC1CCCCC1NC(=O)CSc1ccc([N+](=O)[O-])cc1 (stereo unspecified)	-16%	-6%	1	-10%	6%	-9
18	Cc1ccc(CC2SC(N)=NC2=O)cc1 (stereo unspecified)	35%[activator]	62%[activator]	4	25%	-1%	-8
19	CCCN1CCN(CCCNC(=O)c2cc3c(s2)-c2c(C)cccc2OC3)CC1	?	29%	-1	-13%&-6%	-2%	6
20	Cc1cc(N2CCN(C)CC2)nc2ccc(NC(=S)NCCCN3CCN(C)CC3)cc12	?	-10%	1	-16%	1%	18
21	Cc1cccc(-c2noc(CN(C)C(=O)c3ccc4c(c3)OCO4)n2)c1	14%	-19%	1	-15%	1%	-6
22	Cc1csc(NC(=O)c2ccc(C)o2)n1	170%[activator]	0%	59*	-1%	0%	+
23	COc1ccc(CN2CCN(Cc3ccc(CO)o3)CC2CCO)cc1C (stereo unspecified)	-4%	?	-2	-10%	7%	-5
24	CSCCC(Nc1ncnc2ccc(Br)cc12)C(=O)O (stereo unspecified)	13%	-14%	-2	0%	-5%	-10
25	Cn1cc(S(=O)(=O)N2CCCC2)cc1C(=O)NCCc1ccccc1	-13%	2.6µM*	11*	-18%	9%	18
26	CCOc1ccc(CCNC(=O)COC(=O)C2CCN(c3ccc(C(F)(F)F)cn3)CC2)cc1OCC	34%[activator]	-3%	·	1%	·	·
27	CCOC(=O)N1CCN(c2nnc(-c3ccccc3)c3ccccc23)CC1	·	?	-4	0%	14%	-4
28	CCN(CC)C(=O)COc1ccc(CC(=O)O)cc1OC	1%	-9%	-2	3%	-6%	-10
29	Cc1cc(=O)n2[nH]c(C(F)(F)F)c(-c3ccccc3)c2n1	6%	62%[activator]	-2	-6%	-7%	-3
30	CC1=NN(C(=O)CCc2ccccc2)C(O)(c2ccncc2)C1 (stereo unspecified)	-2%	-11%	5	2%	8%	-3

# Ordered by SMILES length (ascending): part of the list above
No.	SMILES	Pf growth 48h	Pf growth 96h	Cycloheximide cs	Sm TGR inh	Giardia FBPA inh	Shiga toxin inh
28	CCN(CC)C(=O)COc1ccc(CC(=O)O)cc1OC	1%	-9%	-2	3%	-6%	-10
23	COc1ccc(CN2CCN(Cc3ccc(CO)o3)CC2CCO)cc1C (stereo unspecified)	-4%	?	-2	-10%	7%	-5
21	Cc1cccc(-c2noc(CN(C)C(=O)c3ccc4c(c3)OCO4)n2)c1	14%	-19%	1	-15%	1%	-6

# Additional results follow.
No.	SMILES	Pf growth 48h	Pf growth 96h	Cycloheximide cs	Sm TGR inh	Giardia FBPA inh	Shiga toxin inh
31	CC12CCC(=O)N1C(C(=O)Nc1nc(-c3ccccc3Cl)cs1)CS2 (stereo unspecified)	?	?	·	-6%	·	·
32	Cc1nc2ccccc2c(=O)n1/N=C/c1ccc([N+](=O)[O-])o1	13µM*	5.9µM*	34*	14µM*	?	56*
33	CC(=O)Nc1ccc(NC(=O)Cc2ccc(S(=O)(=O)N3CCCCC3)s2)cc1	-16%	?	1	0%	-8%	-6
34	Cc1c(C(=O)NCc2ccc3c(c2)OCO3)oc2ccc(S(=O)(=O)N3CCCC3)cc12	12µM*	?	0	1%	-7%	-12
35	O=C(CN1CCCCCCC1)N/N=C/c1ccc(F)cc1F	10%	?	6	1%	-2%	25
36	CCn1c(SCC(=O)NC2CC2)nnc1C(C)Oc1ccccc1 (stereo unspecified)	?	39%[activator]	3	-23%	·	1
37	CCCNc1c(NS(=O)(=O)c2ccc(NC(=O)CC)cc2)c(=O)oc2ccccc12	-2%	4%	-11	7%	·	-5
38	Cc1cc(C)nc(SCC(=O)N/N=C/c2cccn2-c2cccc(C(F)(F)F)c2)n1	9.3µM*	13µM*	-7	-32%	-2%	43
39	Cc1sc(NC(=O)c2ccco2)c(CN2CCN(c3ccccn3)CC2)c1C	9.3µM*	8%	32*	-17%	-16%	54
40	CCn1c(Cc2ccccc2)nnc1SCC(=O)Nc1nccs1	1%	15%	15	-18%	3%	-9
41	CCOCCCNc1ncc2c(n1)CC(c1ccc(C)cc1)CC2=O (stereo unspecified)	11%	15%	-1	0%	1%	-10
42	COC(=O)c1sc(N2C(=O)c3oc4ccccc4c(=O)c3C2c2cccs2)nc1C (stereo unspecified)	35%[activator]	4%	-2	6%	5%	-5
43	CCCCC(=O)N1CCN(c2nc3ccc(OCC)cc3s2)CC1	?	12µM*	13	4%	·	-2
44	O=[N+]([O-])c1cc([N+](=O)[O-])c2cccnc2c1Oc1ccccc1O	-8%	?	1	0.28µM*	0%	0
45	O=C(NCCN1CCOCC1)C1CCC(CNS(=O)(=O)c2ccccc2)CC1 (stereo unspecified)	6%	-6%	-2	7%	3%	-2
46	Cc1ccccc1NS(=O)(=O)c1nnc(NC(=O)c2ccccc2C)s1	46%[activator]	20%	-2	-12%&4%	-17%	-2
47	CCCCC(=O)NC(=S)Nc1c(C)cc(Br)cc1C	2%	-11%	0	-21%	4%	23
48	COc1ccc(C2=NOC(Cn3c(Cc4ccc(Cl)cc4)nc4c3c(=O)n(C)c(=O)n4C)C2)cc1 (stereo unspecified)	-9%	13µM*	-2	1%	-1%	4
49	CC1CCCN(S(=O)(=O)c2ccc(S(=O)(=O)N3CCCN(Cc4ccccc4)C3)cc2)C1 (stereo unspecified)	·	·	-4	-28%[11.4 µM]	1%	-13
50	COc1cnc(-c2ccccn2)nc1Sc1ccc(F)cc1	4.7µM*	1.7µM*	-2	-4%	-20%	8
51	Cc1cc(C)nc(N/N=C/c2cccc([N+](=O)[O-])c2)n1	12%	8%	12	25%	?	29
52	CC(C)n1c(NCc2ccccc2O)nc2ccccc21	?	33%[activator]	2	11%	22%	-9
53	CCn1nc(C(=O)NCC(c2cccs2)N2CCOCC2)c2ccccc2c1=O (stereo unspecified)	?	-18%	-7	0%	-6%	7
54	O=C(NCC1CCCO1)c1csc2c1CCCC2 (stereo unspecified)	23%	?	40*	-6%	-8%	31
55	COCCN(CCOC)C(=O)COC(=O)c1ccc(Cl)c(S(=O)(=O)N(C)c2ccccc2)c1	-12%	?	2	2%	-1%	-1
56	CCN(CC(=O)Nc1ccccc1C(F)(F)F)C(=O)c1oc2ccc(OC)cc2c1C	?	?	·	-3%	·	·
57	COc1ccc2cc(CCNC(=O)c3cccc([N+](=O)[O-])c3)c(=O)[nH]c2c1	5.2µM*	?	11	-2%	-3%	23
58	CC(=O)NC1=NC(=O)/C(=C/N2CCCCC2)S1	26%	20%	2	-1%	-1%	-7
59	Cc1ccccc1-c1nc(CN2CCSCC2)c(C)o1	3%	-10%	9	-14%	7%	21
60	CN(C)c1cccc(NC2=CC(=[N+]3CCOCC3)CC(C)(C)C2)c1	·	?	3	-19%	9%	27
61	CCCCOC(=O)c1ccc(NC(c2ccc(C)cc2)P(=O)(OC)OC)cc1 (stereo unspecified)	?	?	-2	-3%	0%	8
62	CN(C(=O)COc1ccc2c(-c3ccccc3)cc(=O)oc2c1)C1CCS(=O)(=O)C1 (stereo unspecified)	-6%	?	-2	5%	·	-12
63	Nc1ccccc1SCC(=O)Nc1nc(-c2ccccc2)cs1	16%	?	20*	·	-13%	62
64	CC1CCN(c2nc3ccc(C(=O)N4CCN(Cc5ccc6c(c5)OCO6)CC4)cc3s2)CC1	·	4.1µM*	136*	2%	-3%	+
65	COc1ccc(-n2c(C)cc(C(=O)CSc3nn4c(=O)c(C(C)(C)C)nnc4s3)c2C)cc1	?	·	1	-33%	-5%	-9
66	Nc1c(C(=O)N/N=C/c2ccc(Cl)cc2)cnn1-c1ccccc1	13%	10%	17	10%	2%	37
67	NC(=O)CSc1nnc(-c2cccc(S(=O)(=O)N3CCCCC3)c2)o1	?	?	1	-4%	4%	-6
68	CC1CC(C)CN(C(=O)CSc2nnc(-c3ccc(Cl)s3)o2)C1 (stereo unspecified)	15%	?	3	-10%	13%	4
69	Cc1ccc(C(=O)N2CCOCC2)cc1[N+](=O)[O-]	-7%	?	-3	0%	-17%	6
70	CCN(CC)C(=O)c1sc2nc(-c3ccncc3)[nH]c(=O)c2c1C	32%[activator]	3%	-2	0%	2%	-5
71	CC1=NC(=O)C(N=Nc2ccccc2C(=O)O)N1c1ccccc1 (stereo unspecified)	-30%	4.7µM*	-1	-15%[57.1 µM]	-16%	8
72	CCOc1ccc(C(=O)OCC(=O)NCc2ccccc2)cc1OCC	-27%	-27%	·	3%	·	·
73	CC1=NNC(=O)C1CCC(=O)N/N=C\c1ccccc1[N+](=O)[O-] (stereo unspecified)	?	15%	10	3%	-3%	9
74	C/C(N)=C(/C#N)C(=O)COC(=O)CSc1ccccc1	17%	9%[5.75 µM]	-2	2%	-2%	2
75	Cc1csc(NC(=O)c2ccc(Br)s2)n1	112%[activator]	132%[activator]	43*	4%	-14%	137*
76	CC(NC(=O)Cc1cc(F)cc(F)c1)C(=O)NC(C(=O)OC(C)(C)C)c1ccccc1 (stereo unspecified)	·	·	1	·	-5%	-8
77	CCOc1ccc(NC(=S)NCC(c2cccnc2)N2CCOCC2)cc1 (stereo unspecified)	-53%	?	-3	1%	1%	-18
78	Cc1ccccc1OC(C)C(=O)NCc1cccnc1 (stereo unspecified)	13%	?	0	·	0%	-11
